PfHsp40 yeast = compounds rescuing yeast from Plasmodium falciparum HSP40 toxicity; 0.68% of 340,000 active; S. cerevisiae expressing PfHsp40, growth rescue, ATP luminescence; growth rescue, % at 12.5 µM; in the data active = growth rescue above about 28%, passing the limit was not always enough; inconclusive = no clear call, values can overlap the other calls;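 also: yeast W303a lacking pdr1 and pdr3 grown in galactose medium; growth measured after three days at 30 °C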
FadD28 binding = M. tuberculosis FadD28 bisubstrate binding inhibition; FadD28 bisubstrate probe binding, fluorescence polarization; inhibition, % at 12.5 µM; 0.22% of 360,000 active; in the data active = inhibition above about 8.5%, passing the limit was not always enough; inconclusive = no clear call, values can overlap the other calls
BioA inh = BioA (M. tuberculosis) enzyme inhibition; inhibition, % at 9.99 µM; 0.096% of 360,000 active; AID 602481; purified M. tuberculosis BioA enzyme, plate reader; in the data active = inhibition above about 40%; inconclusive = no clear call, values can overlap the other calls
BoNT F protease = BoNT F light chain protease inhibition; AID 588497; 0.22% of 360,000 active; Multiplex microsphere protease cleavage assay, flow cytometry; inhibition, % at 10 µM; in the data active = inhibition above about 35%, passing the limit was not always enough; inconclusive = no clear call, values can overlap the other calls; also: plate controls were buffer without enzyme for full effect and enzyme alone for no effect
Mtb FBA inh = inhibits M. tuberculosis FBA enzyme; 2.3% of 360,000 active; AID 588726; purified M. tuberculosis FBA, fluorescence read-out; inhibition, % at 1 µM; P9WQA3; in the data active = inhibition above about 27%;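 also: 0% = vehicle and 100% = reference inhibitor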
Target sequence (P9WQA3 whole entry, looked up): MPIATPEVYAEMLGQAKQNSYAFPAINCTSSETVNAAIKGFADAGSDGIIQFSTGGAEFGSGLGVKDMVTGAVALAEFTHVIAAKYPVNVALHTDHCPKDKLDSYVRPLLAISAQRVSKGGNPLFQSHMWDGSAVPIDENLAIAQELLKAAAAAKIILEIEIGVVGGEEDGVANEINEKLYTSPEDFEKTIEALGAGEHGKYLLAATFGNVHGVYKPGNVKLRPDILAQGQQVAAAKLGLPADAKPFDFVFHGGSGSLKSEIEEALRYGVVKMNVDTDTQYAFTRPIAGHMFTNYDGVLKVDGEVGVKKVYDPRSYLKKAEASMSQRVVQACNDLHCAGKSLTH
BoNT A protease = inhibitors of Botulinum neurotoxin A light chain protease; multiplex microsphere protease substrate cleavage, flow cytometry; inhibition, % at 10 µM; 0.17% of 360,000 active; AID 588499; also: plate controls were buffer without enzyme for full effect and enzyme alone for no effect
Anthrax LF inh2 = blocks Bacillus anthracis lethal factor protease. multiplex microsphere protease cleavage assay, LF. 0.12% of 360,000 active. P15917. inhibition, % at 10 µM; also: plate controls were buffer without enzyme for full effect and enzyme alone for no effect
Mtb UGM inh = blocks M. tuberculosis UGM enzyme; P9WIQ1; purified UGM, fluorescence polarization probe displacement; inhibition, % at 10 µM; 0.06% of 320,000 active; AID 504406; in the data active = inhibition above about 10%, passing the limit was not always enough; inconclusive = no clear call, values can overlap the other calls
Target sequence (P9WIQ1 whole entry, looked up): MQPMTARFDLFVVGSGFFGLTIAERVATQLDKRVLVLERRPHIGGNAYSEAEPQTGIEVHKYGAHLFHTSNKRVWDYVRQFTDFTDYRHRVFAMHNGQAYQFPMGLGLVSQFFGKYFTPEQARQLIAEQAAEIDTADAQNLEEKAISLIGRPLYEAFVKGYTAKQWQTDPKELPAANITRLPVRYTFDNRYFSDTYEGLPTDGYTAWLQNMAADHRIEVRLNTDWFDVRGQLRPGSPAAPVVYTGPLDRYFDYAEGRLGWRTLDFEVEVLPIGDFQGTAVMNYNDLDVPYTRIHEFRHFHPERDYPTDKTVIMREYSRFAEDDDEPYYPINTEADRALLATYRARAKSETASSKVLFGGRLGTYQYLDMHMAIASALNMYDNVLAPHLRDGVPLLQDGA
GDH-TPI inh = counter-screen for M. tuberculosis FBA inhibitors: GDH-TPI coupled enzymes | 1.2% of 360,000 active | inhibition, % at 4.8 µM | GDH-TPI coupled enzyme counterscreen, NADH absorbance; in the data active = inhibition above about 30%;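 also: 0% = DMSO wells and 100% = wells lacking the enzyme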
An asterisk follows results filed as active; u = inconclusive; x = no result given; & = joins results of further samples. Rule as the data show it, unless noted: active = inhibition above about 30%; inconclusive = no clear call, values can overlap the other calls; inactive = below that.

SMILES	PfHsp40 yeast	FadD28 binding	BioA inh	BoNT F protease	Mtb FBA inh	BoNT A protease	Anthrax LF inh2	Mtb UGM inh	GDH-TPI inh
CCCOc1ccc(N2C(=O)CC(NNC(=O)c3ccc(COc4ccccc4)o3)C2=O)cc1 (stereo unspecified)	0.3	-0.5	x	2	2	-0.8	-1	-0.7	9
O=C(Nc1ccccc1C(=O)Nc1nnc(C(F)(F)F)s1)c1ccccc1	0.5	-4.7	1.3	u	-4	-3.7	19	-2.6	-13
O=C(Nc1ccnc(-c2ccncc2)n1)c1ccc(F)cc1	-1.4	-0.1	x	-3	2	-0.1	-13	0.4	-2
CSc1ncc(CN2CCC(C(=O)Nc3cccc(-c4cscn4)c3)CC2)cn1	-1.3	-1.4	-0.4	-4	-1	-0.3	-4	-2.5	0
CCOC(=O)C1=C(O)/C(=C/c2cn(CC(=O)N3CCCC3)c3ccccc23)SC1=Nc1ccccc1	-0.4	-1.1	0.5	1	-2	0.4	7	x	9
CC(=O)c1cccc(S(=O)(=O)NCCC(=O)O)c1	-0.6	-0.9	-0.9	-3	1	-0.3	1	1.6	-7
Cc1nc2scc(C)n2c(=O)c1S(=O)(=O)Nc1ccc(N2CCN(S(C)(=O)=O)CC2)cc1	0.6	-1.8	-1.8	0	-6	0.5	-1	1.4	18
Cc1ccnc2nc(C(=O)OCC(=O)NC(=O)NCc3ccco3)nn12	-0.9	-4.6	x	-4	-3	-0.2	-1	0.6	7
Cc1ccc(N2CC(C(=O)NC3CCC(C)CC3)CC2=O)cc1 (stereo unspecified)	1.4	-0.5	-1.2	-8	1	-0.6	3	-0.2	2
Cc1cc(C)cc(OCc2ccc(C(=O)NN)o2)c1	-1.4	-1.3	x	u	-1	-2.7	8	-0.7	10
O=C(O)c1ccccc1	-1.8	-1.1	-2.0	11	1	0.1	0	x	1
CN(c1ccccc1)S(=O)(=O)c1cccc(NC(=O)c2cc(=O)c3ccccc3o2)c1	0.0	-4.6	x	-6	-1	-0.4	-4	2.2	-3
O=C1/C(=C/c2ccccc2)SC(=S)N1CCCC(=O)N1CCCCC1CCO (stereo unspecified)	-0.6	0.6	x	-2	0	1.0	-1	0.2	21
O=C(Cc1ccccc1)NCc1n[nH]c(=S)n1-c1ccccc1	-1.0	0.5	x	-4	4	-1.0	5	0.6	9
O=c1c(-c2nn[nH]n2)coc2ccc(Cl)cc12	-0.4	-0.4	x	-3	2	-0.3	2	2.3	2
COC(=O)c1ccc(N2Cc3ccccc3/C2=N\C(=O)Nc2ccccc2)cc1	0.7	-1.7	-1.5	-2	0	0.6	0	0.5	5
COc1ccc(NC(=O)CSCC(=O)Nc2cc(Cl)ccc2N2CCOCC2)cc1	0.7	5.9	0.0	-1	0	-1.0	0	0.8	8
COc1ccc(-c2nc3n(c2Br)CCC3)cc1	0.0	-3.5	x	-8	2	-0.1	-2	1.7	-5
N#Cc1ccc(OCC(O)CS(=O)(=O)c2ccccc2)cc1 (stereo unspecified)	-0.3	-2.1	-0.1	-5	-1	-0.4	-7	-2.3	-4
O/N=C1/CCc2cccc3cccc1c23	0.9	-1.7	-0.6	3	2	0.3	-8	-3.7	-2
COc1ccc(S(=O)(=O)N(C)C[C@H]2Oc3ccc(NC(=O)NC(C)C)cc3C(=O)N([C@H](C)CO)C[C@@H]2C)cc1	-0.3	1.1	0.5&-0.3	-2	4	-0.3	-5	0.4	11
CC(C)[C@H](NC(=O)NCCc1ccc(F)cc1)C(=O)O	-0.1	-0.3	-0.3	-2	-1	-0.1	-11	1.2	3
OC[C@H]1O[C@@H](O[C@@H]2[C@@H](CO)O[C@@](O)(CO)[C@H]2O)[C@H](O)[C@@H](O)[C@H]1O	0.0	-2.3	0.0	3	-4	-0.6	-3	0.7	1
O=C(COc1ccc([N+](=O)[O-])cc1)Nc1ccncc1	-0.4	-0.8	x	-12	-1	-3.2	-1	0.6	2
CCOC(=O)c1cn(-c2ccccc2CO)c2c(F)c(F)c(F)cc2c1=O	-1.4	-1.9	0.9	-1	0	-1.6	-8	-1.0	4
CC(C)NC(=O)/C(C#N)=C/c1cccc(NC(=O)c2ccccc2Cl)c1	-0.2	-0.4	x	24	4	1.5	0	1.6	9
COc1ccc2oc(C(=O)N3CCN(C/C=C/c4ccccc4)CC3)c(C)c2c1	0.6	-3.0	1.0	-4	6	-0.5	-5	0.0	2
O=C(c1cc2c(s1)-c1ccccc1S(=O)(=O)C2)N1CCN(Cc2ccccc2)CC1	-1.6	-2.5	-1.1	-4	2	-0.6	6	0.7	21
Cc1c(NC(=O)/C(C#N)=C/c2ccc(-c3cc(Cl)ccc3Cl)o2)c(=O)n(-c2ccccc2)n1C	-0.5	-3.4	x	-7	1	-0.2	-2	2.8	8
CCC(=O)c1ccc(CCCCCC(=O)O)s1	-1.3	-0.9	-0.1	-17	1	-0.9	-1	3.0	12
O=C(NC(=S)Nc1ccccc1N1CCOCC1)c1cccs1	1.1	0.3	x	-2	-1	0.0	0	2.3	6
CNC(=O)NC(=O)CSc1nnc(-c2ccc(F)cc2)n1CC1CCCO1 (stereo unspecified)	-1.0	-4.3	0.5	6	1	0.0	-6	0.6	-3
CSc1ccc(C(=O)C2CCCN(C(=O)c3ccc4c(c3)OCO4)C2)cc1 (stereo unspecified)	-0.2	-5.1	8.7	4	-1	-0.7	-5	2.1	-6
Cc1ccc(Oc2ccc3c(c2)C(=O)N(c2ccc(S(=O)(=O)Nc4nccs4)cc2)C3=O)cc1	-2.3	-2.7	-0.7	-4	3	0.1	1	-0.2	-1
CCCCC(=O)Nc1ccc(C(=O)N2CCN(c3ccccc3OC)CC2)cc1	0.0	-1.3	-0.8	-4	10	-1.0	-2	-2.4	8
CCOC(=O)[C@H]1[C@H]2COc3ccccc3[C@@H]2N2C(=O)CN(Cc3ccc(C)cc3)C(=O)[C@@]12C	1.8	1.9	-14	-3	3	0.1	6	-1.8	0
CCN(C[C@H]1N[C@@](CC)(C(=O)OC)[C@H]2C(=O)N(C)C(=O)[C@@H]12)C(=O)COC	-0.9	-1.7	-0.9	-8	0	-0.2	1	x	1
Cc1cc(N)n2nc(C)c(-c3ccc(Cl)cc3)c2n1	2.6	0.2	x	-4	7	0.9	-5	-1.7	7
CCc1ccccc1NC(=O)C1CCN(S(=O)(=O)c2ccc(N3CCCC3=O)cc2)CC1	x	-0.6	-1.5	-9	1	0.0	5	x	7
CN(C)C(CNS(=O)(=O)c1ccc(F)cc1)c1cccnc1 (stereo unspecified)	-0.1	-1.0	-1.7	2	4	-0.2	-3	-0.7	12
C[C@H]1CN([C@@H](C)CO)S(=O)(=O)c2ccc(Br)cc2O[C@@H]1CN(C)Cc1ccccc1	x	-1.8	-1.7&-3.0&-0.7	-2	-2	0.1	2	x	4
O=C(O)CSc1cccc2cccc(C(=O)O)c12	-0.7	-3.2	-0.4	-13	1	-0.3	-5	4.6	-8
Fc1ccc(NC(=S)NCCN2CCOCC2)c(F)c1F	-1.0	-4.4	x	-4	3	-0.2	-2	-1.6	-11
O=c1c(O)c(-c2ccccc2)oc2cc(O)cc(O)c12	10	-0.2	0.5	-18	1	1.3	-8	x	28
O=C(NC1CCN(S(=O)(=O)c2cccc([N+](=O)[O-])c2)CC1)C1CCCCC1	-0.3	-3.9	-2.3	3	-6	-2.1	-1	-3.5	-13
O=C(NN=Cc1ccccc1O)C1CC1	-2.1	-2.1	0.5	0	1	0.2	2	x	9
Cc1ccc(Oc2ccc(OCC(=O)NC3CCS(=O)(=O)C3)cc2)cc1 (stereo unspecified)	-1.1	x	x	2	1	-1.7	-2	1.6	-1
Cc1cccc(NC(=O)[C@@H]2CCCN2C(=O)OC(C)(C)C)c1	0.3	0.4	-1.5	12	-2	0.7	-7	4.6	5
O=[N+]([O-])c1cccc(NP(=O)(N2CC2)N2CC2)c1	0.8	-5.7	-0.2	-14	-3	-1.0	-10	x	11
Cc1ccc2nc(Cl)c(CN(C(=O)c3cnccn3)C3CCCCC3)cc2c1	0.7	-3.4	0.2	9	0	0.9	-6	2.2	2
CN(C=O)CP(=O)(O)CN(C)C=O	0.5	-1.9	-0.2	7	-2	-0.1	1	-2.6	-1
COc1ccc(CN(C)C(=O)CNC(=O)c2sc3ccccc3c2Cl)c(OC)c1	x	-2.7	-0.5	-3	5	-0.4	-11	x	-7
Cc1cc(C)c(OCCN2CCOCC2)c(Cl)c1	-1.8	-1.3	-0.8	u	1	-3.1	0	-0.2	-1
Cc1noc(C)c1S(=O)(=O)N1CCC(C(=O)N2CCC(C)CC2)CC1	0.0	-1.4	0.4	12	-2	-0.5	-2	3.4	6
CCOC(=O)[C@@H]1[C@H]2COc3ccccc3[C@H]2N2C(=O)N(c3ccc(F)cc3)C(=O)[C@]12C	1.3	-0.7	-0.6	0	6	0.2	2	0.3	5
CCC(=O)N1CCCC1(C)C(=O)Nc1ccc(C)c(C)c1 (stereo unspecified)	x	-2.9	-1.0	-4	1	0.4	-8	x	-8
COc1ccc(Br)cc1CSC(=N)N	-0.2	-2.3	x	-2	3	-0.3	-4	0.8	2
Cc1cc(C)cc(NC(=O)C2CCN(S(=O)(=O)c3c(C)n[nH]c3C)CC2)c1	1.3	-2.3	4.9	-12	1	-0.4	-2	-1.1	4
CC(=O)Nc1c(C(=O)Nc2ccc3c(c2)OCO3)oc2ccccc12	-1.8	1.4	10	3	0	-0.3	-3	-0.6	19
COc1cccc(C(=O)N[C@@H](CCSC)c2nc3ccccc3[nH]2)c1	-0.4	-5.2	x	-2	0	0.1	0	0.6	-2
Remaining list, next part.
SMILES	PfHsp40 yeast	FadD28 binding	BioA inh	BoNT F protease	Mtb FBA inh	BoNT A protease	Anthrax LF inh2	Mtb UGM inh	GDH-TPI inh
O=C(Nn1nnnc1Nc1ccccc1)C12CC3CC(CC(C3)C1)C2	1.0	5.4	0.4	-16	9	0.5	0	-0.6	5
Cc1ccc(CNS(=O)(=O)c2ccc3oc(C(=O)O)c(C)c3c2)cc1	-0.2	-0.9	1.4	-3	1	0.1	-3	-1.0	5
CCOC(=O)c1ccc(Nc2nc(C)nc3c2nnn3Cc2ccccc2)cc1	-0.5	-3.6	-3.4	u	10	-1.9	-5	-0.8	22
Clc1ncc(CN2CCN(Cc3ccccc3)CC2)s1	-0.5	-2.7	1.5	1	1	-0.4	5	-2.6	-10
COc1ccc(CSCC(=O)N/N=C/c2ccc(OCC(=O)NCc3ccco3)cc2)cc1	1.1	-3.2	1.4	-8	1	-0.3	-2	-0.2	-7
O=c1ccc(S(=O)(=O)N2CCCC2)cn1Cc1ccc(F)cc1	0.2	0.4	0.0	-3	0	0.4	-8	-0.2	5
COc1ccc(NC(=O)C2CCCN(C)C2)cc1OCC(C)C (stereo unspecified)	-1.0	-4.3	x	10	-1	-0.2	-1	1.0	-4
Cc1cccc(C)c1NC(=O)Cn1c(=O)n(CCCC(=O)NC2CCN(Cc3ccccc3)CC2)c(=O)c2ccccc21	-0.7	-0.4	-1.4	-13	-2	-0.2	-8	-1.7	-5
O=C(O)c1cc(O)ccc1N=Nc1ccccc1	-0.7	-1.8	x	10	-8	-3.9	-4	-2.0	24
Cn1nc([N+](=O)[O-])nc1Oc1ccccc1F	0.7	1.0	x	-2	-4	-0.5	-2	2.3	1
